Screening data (PubChem BioAssay)
LYPLA2 counter – blocks human lysophospholipase 2, a PME1 counter-screen | O95372 | recombinant LYPLA2, FP-Rh probe fluorescence polarization | inhibition, % at 5.9 µM | 320,000 tested, 0.38% active | AID 2177;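 active = inhibition above the screen-wide mean plus 3 SD, limit set per campaign, cut at about 26% in these data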;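 also: 0% = LYPLA2 with DMSO and 100% = wells lacking LYPLA2 enzyme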
Target sequence (O95372 whole entry, looked up): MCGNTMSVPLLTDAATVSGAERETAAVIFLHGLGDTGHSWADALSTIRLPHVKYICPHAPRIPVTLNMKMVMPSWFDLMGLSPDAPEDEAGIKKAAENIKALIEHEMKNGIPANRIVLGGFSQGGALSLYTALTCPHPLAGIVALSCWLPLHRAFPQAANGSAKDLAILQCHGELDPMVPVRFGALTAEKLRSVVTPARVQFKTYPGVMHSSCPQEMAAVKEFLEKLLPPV
GSTO1 counter – counter-screen for RBBP9 inhibitors: inhibitors of human GSTO1; 300,000 tested, 1.1% active; recombinant GSTO1, activity-based probe fluorescence polarization; P78417; inhibition, % at 5.96 µM;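 active = inhibition above the campaign mean inhibition plus 3 SD, cut at about 35% in these data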;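 also: 0% = GSTO1-1 with DMSO and 100% = wells lacking GSTO1-1 enzyme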
Target sequence (P78417 whole entry, looked up): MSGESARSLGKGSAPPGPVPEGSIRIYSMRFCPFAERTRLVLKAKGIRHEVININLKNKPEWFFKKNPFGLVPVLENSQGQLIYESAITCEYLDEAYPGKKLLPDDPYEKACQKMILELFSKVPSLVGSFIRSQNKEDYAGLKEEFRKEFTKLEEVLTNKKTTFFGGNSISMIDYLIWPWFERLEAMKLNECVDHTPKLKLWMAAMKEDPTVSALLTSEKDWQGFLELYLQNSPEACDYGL
PREPL inhibitor – inhibits the human prolyl oligopeptidase-like enzyme. 320,000 tested, 0.68% active. inhibition, % at 5.96 µM. Q4J6C6. recombinant PREPL, fluorescence polarization activity-based probe; in the data active = inhibition above about 43%;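 also: 0% = enzyme with DMSO and 100% = wells lacking enzyme; many of its hits are not listed in these tables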
pPAFAH FP inh – inhibitors of human plasma PAF acetylhydrolase (pPAFAH); recombinant pPAFAH, FP-rhodamine probe fluorescence polarization; 330,000 tested, 1.5% active; Q13093; AID 463082; inhibition, % at 3.39 µM;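 active = inhibition above the mean inhibition across the screen plus 3 SD, cut at about 25% in these data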;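 also: inhibitors block binding of the rhodamine activity-based probe so polarization drops; 0% = enzyme with DMSO and 100% = wells lacking pPAFAH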
LYPLA1 inh – counter-screen for PME1 inhibitors: inhibitors of human LYPLA1; inhibition, % at 5.9 µM; recombinant LYPLA1, FP-Rh probe fluorescence polarization; 320,000 tested, 0.16% active;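 active = inhibition above the mean of all tested compounds plus 3 SD, set per campaign, cut at about 14% in these data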;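 also: inhibitors block serine hydrolase probe labeling of LYPLA1 so polarization falls; 0% = enzyme with DMSO and 100% = wells lacking LYPLA1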
Target sequence (O75608 whole entry, looked up): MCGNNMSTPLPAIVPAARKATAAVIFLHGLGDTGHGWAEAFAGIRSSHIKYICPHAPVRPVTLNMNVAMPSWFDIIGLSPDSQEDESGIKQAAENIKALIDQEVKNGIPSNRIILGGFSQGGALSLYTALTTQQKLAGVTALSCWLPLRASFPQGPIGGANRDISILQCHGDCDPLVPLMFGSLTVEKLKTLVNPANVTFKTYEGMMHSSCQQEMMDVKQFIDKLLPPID
PME-1 inh – blocks human protein phosphatase methylesterase 1; Q9Y570; recombinant PME-1, FP-Rh probe fluorescence polarization; inhibition, % at 5.9 µM; 320,000 tested, 0.53% active; AID 2130;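 active = inhibition above the campaign mean of all compounds plus 3 SD, cut at about 26% in these data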;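 also: competitive labeling of PME-1 active site by serine hydrolase directed probe; 0% = PME-1 with DMSO and 100% = wells lacking PME-1 enzyme; inhibitors block probe labeling so polarization falls and inhibition rises; many of its hits are not listed in these tables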
PAFAH1B3 inh – inhibitors of human PAFAH1B3. Q15102. recombinant PAFAH1B3, FP-rhodamine probe, fluorescence polarization. inhibition, % at 3.39 µM. 340,000 tested, 0.28% active;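 active = inhibition above the screen-wide average of all tested compounds plus 3 SD, cut at about 25% in these data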;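 also: 0% = enzyme with DMSO only and 100% = wells lacking PAFAH1B3 protein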
PAFAH1B2 FP inh – blocks human PAF acetylhydrolase 1b catalytic subunit 2. P68402. inhibition, % at 3.39 µM. recombinant PAFAH1B2, FP-rhodamine activity probe, fluorescence polarization. 340,000 tested, 1.2% active;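 active = inhibition above the mean of all tested compounds plus 3 SD, cut at about 24% in these data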;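 also: 0% = enzyme with DMSO and 100% = wells lacking PAFAH1B2; many of its hits are not listed in these tables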
Target sequence (P68402 whole entry, looked up): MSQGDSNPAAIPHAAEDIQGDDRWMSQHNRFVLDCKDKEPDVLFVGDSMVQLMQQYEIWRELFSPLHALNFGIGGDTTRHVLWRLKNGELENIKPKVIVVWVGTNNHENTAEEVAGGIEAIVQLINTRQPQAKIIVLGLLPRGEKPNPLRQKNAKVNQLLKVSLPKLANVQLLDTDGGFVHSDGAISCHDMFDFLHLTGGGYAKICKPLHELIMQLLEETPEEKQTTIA
PAD4 inh – PAD4 (human) enzyme inhibition; Q9UM07; recombinant PAD4, RCA probe fluorescence polarization; inhibition, % at 6.36 µM; 330,000 tested, 0.41% active; AID 485272;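 active = percent inhibition above a cutoff equal to the mean of all tested compounds plus 3 SD, cut at about 15% in these data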;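 also: 0% = PAD4 with RCA probe and DMSO and 100% = probe without PAD4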
An asterisk follows results filed as active; x = not tested or not shown.

cpd | mol | LYPLA2 counter | GSTO1 counter | PREPL inhibitor | pPAFAH FP inh | LYPLA1 inh | PME-1 inh | PAFAH1B3 inh | PAFAH1B2 FP inh | PAD4 inh
1 | CS(=O)(=O)N(CC(N)=O)Cc1ccc(Cl)cc1 | -9 | 6 | 0 | 1 | -2 | -13 | 1 | -1 | 1
2 | COc1ccc(-c2noc(CCC(=O)NCCc3cccc(C)c3)n2)cc1 | -5 | 3 | -8 | 11 | 4 | -2 | 2 | 2 | -3
3 | Cc1ccc(NC(=O)c2cccc(S(=O)(=O)N3CCN(c4ccc(F)cc4)CC3)c2)nc1 | 3 | -9 | -19 | 6 | -3 | -3 | -5 | -3 | 1
4 | O=C(Cn1nc(C(F)F)cc1C(F)F)NNC(=S)Nc1ccc(Cl)cc1 | 6 | 17 | 24 | 10 | 3 | -1 | 2 | 1 | 1
5 | CN(C(=O)CC(NC(=O)c1ccccc1)(c1ccccc1)c1ccccc1)c1ccccc1 | 8 | -2 | 0 | 3 | -1 | -4 | 4 | 0 | 3
6 | Cc1ccc(CNC(=O)CCSCCC(=O)NCc2ccc(C)cc2)cc1 | -1 | 4 | -28 | 5 | -1 | -1 | 8 | 0 | 1
7 | Cc1nc2ccc(NC(=O)c3ccc([N+](=O)[O-])cc3)cc2s1 | 2 | 2 | 11 | 0 | -1 | 4 | 11 | 4 | 3
8 | COc1cc(/C=N/NC(=O)CN2CCCCC2)ccc1OCc1ccccc1 | -5 | 0 | 25 | -3 | 0 | -9 | 6 | 1 | 3
9 | O=C(CN1C(=O)NC2(CCCC2)C1=O)NCC1CCCO1 (stereo unspecified) | -2 | -4 | 7 | -3 | -1 | -2 | 1 | 3 | 2
10 | CN(C(=S)NC1CCCCC1)C1(c2ccccc2Cl)CCCCC1=O (stereo unspecified) | 1 | 6 | -5 | 2 | -3 | -3 | 6 | 0 | -4

Other records.
cpd | mol | LYPLA2 counter | GSTO1 counter | PREPL inhibitor | pPAFAH FP inh | LYPLA1 inh | PME-1 inh | PAFAH1B3 inh | PAFAH1B2 FP inh | PAD4 inh
11 | Cc1nc2ccccn2c1C(=O)Nc1ccc2c(c1)OCCO2 | 0 | 5 | 2 | 0 | -4 | 2 | 6 | 3 | -4
12 | COc1ccccc1OCCC(=O)Nc1nc(C)cs1 | -1 | -2 | -7 | 1 | -2 | -1 | 4 | 4 | 0
13 | CCOC(=O)C1CCN(C(=O)c2sc3nc(-c4ccccc4)cn3c2C)CC1 | 1 | 1 | -13 | 3 | -2 | -5 | 5 | 4 | 3
14 | CCCCn1c(N)c(N(CCOC)C(=O)c2ccc(-c3ccc(Cl)cc3)o2)c(=O)[nH]c1=O | -2 | -7 | 12 | 4 | -4 | 0 | 7 | 1 | -1
15 | COc1ccc(C(=O)N2CCN(c3ccc(C)cc3C)CC2)cc1OC | 2 | 2 | 21 | 7 | 4 | 4 | 8 | 1 | 0
16 | CCOC(=O)C(C)Oc1c(Br)cc(C2NC(=O)NC(C)=C2C(C)=O)cc1OCC (stereo unspecified) | 0 | -4 | 3 | 4 | -1 | 2 | 2 | -2 | 1
17 | CCOC(=O)N1CCC(NC(=O)c2cccn3c(=O)c4cc(Br)ccc4nc23)CC1 | 2 | -5 | -7 | 4 | -2 | 1 | 12 | 2 | 1
18 | CC(C)[C@@H]1N[C@]2(C(=O)Nc3ccccc32)[C@@H]2C(=O)N(c3cccc(C(F)(F)F)c3)C(=O)[C@@H]21 | 0 | -2 | 1 | 3 | 2 | 0 | 2 | 3 | -6
19 | COc1ccc(/C=C/c2noc(-c3ccccc3OC(C)=O)n2)cc1 | 1 | 0 | -15 | 6 | -1 | -73 | 14 | 6 | 0
20 | Cc1cc(N2CCCCC2)nc(N)n1 | 3 | 0 | -5 | 5 | -1 | 3 | 0 | 8 | 4

Next entries follow.
cpd | mol | LYPLA2 counter | GSTO1 counter | PREPL inhibitor | pPAFAH FP inh | LYPLA1 inh | PME-1 inh | PAFAH1B3 inh | PAFAH1B2 FP inh | PAD4 inh
21 | COC(=O)NNC(=O)CCCOc1ccc(Cl)cc1Cl | 4 | 5 | 8 | 2 | 0 | 2 | 11 | 7 | -1
22 | O=C(CSc1nc2[nH]ncc2c(=O)n1-c1ccc(Cl)c(Cl)c1)NCc1ccccc1Cl | -2 | -1 | 1 | 6 | -2 | 1 | 5 | 4 | 0
23 | N#Cc1ccsc1NC(=O)CN1CCN(c2ccccn2)CC1 | 9 | -7 | 18 | 8 | 4 | 3 | 8 | -1 | 1
24 | C/C=C\C=C/C(=O)Nc1cccc(C2=NOC3(C2)C[C@@H](C(N)=O)N(C(=O)/C=C/CC)C3)c1 (stereo partly specified) | -6 | -1 | -5 | 0 | -9 | -12 | -5 | 1 | -4
25 | O=C(Nc1ccccc1C(=O)NCc1cccnc1)c1cccc([N+](=O)[O-])c1 | -4 | -4 | -1 | 3 | -1 | 3 | -2 | 3 | -4
26 | O=S(=O)(c1ccccc1)N(C1=NCCS1)S(=O)(=O)c1ccccc1 | 10 | 4 | 21 | 5 | 5 | 8 | 1 | 4 | 2
27 | CCOC(=O)c1nnn(-c2nonc2N)c1-c1ccccc1Cl | 6 | 3 | 2 | 7 | -2 | 3 | 6 | 5 | -4
28 | COc1ccc(OC)c(NC(=O)CC2SC(=Nc3ccccc3)N(CCc3ccccn3)C2=O)c1 (stereo unspecified) | 3 | 6 | 13 | 1 | -4 | -3 | -10 | 1 | 1
29 | Cc1ccc(C(=O)N2NC(c3ccccc3F)C3C(=O)N(c4cccc(C)c4)C(=O)C32)cc1 (stereo unspecified) | 3 | 0 | 4 | -1 | -3 | 0 | -1 | 3 | 0
30 | CCCc1nc(SCC(=O)N2CCOCC2)c2c(C)c(C)sc2n1 | 1 | -6 | 12 | 2 | -3 | 0 | 4 | 1 | 5

(more compounds)
cpd | mol | LYPLA2 counter | GSTO1 counter | PREPL inhibitor | pPAFAH FP inh | LYPLA1 inh | PME-1 inh | PAFAH1B3 inh | PAFAH1B2 FP inh | PAD4 inh
31 | CCOC(=O)c1nn(-c2ccc([N+](=O)[O-])cc2)cc1O | 1 | -2 | 9 | 3 | 2 | -4 | 5 | -1 | -1
32 | CCc1ccc(NC(=O)c2cc(-c3cccs3)on2)cc1 | -4 | -6 | -12 | -1 | 0 | -6 | 5 | 0 | 2
33 | O=C(NCc1ccco1)c1sc2cc(F)ccc2c1Cl | 2 | 2 | 3 | 5 | 2 | 2 | 4 | 13 | -2
34 | OCCN1CCN(CC/C=C2/c3ccccc3Sc3ccc(C(F)(F)F)cc32)CC1 | -2 | -3 | 3 | 13 | -2 | 5 | 4 | -7 | 6
35 | N#Cc1ccccc1NC(=O)C1CC(=O)N(c2ccc3c4c(cccc24)CC3)C1 (stereo unspecified) | -5 | 3 | -2 | 5 | 1 | 13 | 8 | 4 | 0
36 | O=C(CCc1nnc(-c2ccccc2)o1)NC1CCCCC1 | -6 | -8 | -2 | 4 | -1 | -3 | 3 | 3 | 0
37 | Cc1ccc2cc(CN(Cc3cccs3)Cc3nnnn3CC3CCCO3)c(=O)[nH]c2c1 (stereo unspecified) | 0 | -2 | 2 | 5 | -2 | 6 | 7 | 5 | -1
38 | C=CCNC(=S)NC(CC(=O)OC)c1ccc2c(c1)OCO2 (stereo unspecified) | 16 | 2 | 5 | 0 | 4 | 4 | 3 | 2 | 3
39 | O=C(NCC(=O)N(c1ccccc1F)C(C(=O)NC1CCCC1)c1ccco1)c1ccco1 (stereo unspecified) | 3 | 4 | -8 | -2 | 2 | -2 | 9 | -2 | 1
40 | CCOc1ccc(CCNC(=O)C2CC(=O)N(c3ccccc3OCC)C2)cc1OCC (stereo unspecified) | 4 | 2 | 2 | 4 | 2 | -5 | -2 | -3 | -3

Excerpt: entries 35 to 40
cpd | mol | LYPLA2 counter | GSTO1 counter | PREPL inhibitor | pPAFAH FP inh | LYPLA1 inh | PME-1 inh | PAFAH1B3 inh | PAFAH1B2 FP inh | PAD4 inh
35 | N#Cc1ccccc1NC(=O)C1CC(=O)N(c2ccc3c4c(cccc24)CC3)C1 (stereo unspecified) | -5 | 3 | -2 | 5 | 1 | 13 | 8 | 4 | 0
36 | O=C(CCc1nnc(-c2ccccc2)o1)NC1CCCCC1 | -6 | -8 | -2 | 4 | -1 | -3 | 3 | 3 | 0
37 | Cc1ccc2cc(CN(Cc3cccs3)Cc3nnnn3CC3CCCO3)c(=O)[nH]c2c1 (stereo unspecified) | 0 | -2 | 2 | 5 | -2 | 6 | 7 | 5 | -1
38 | C=CCNC(=S)NC(CC(=O)OC)c1ccc2c(c1)OCO2 (stereo unspecified) | 16 | 2 | 5 | 0 | 4 | 4 | 3 | 2 | 3
39 | O=C(NCC(=O)N(c1ccccc1F)C(C(=O)NC1CCCC1)c1ccco1)c1ccco1 (stereo unspecified) | 3 | 4 | -8 | -2 | 2 | -2 | 9 | -2 | 1
40 | CCOc1ccc(CCNC(=O)C2CC(=O)N(c3ccccc3OCC)C2)cc1OCC (stereo unspecified) | 4 | 2 | 2 | 4 | 2 | -5 | -2 | -3 | -3

New compounds follow.
cpd | mol | LYPLA2 counter | GSTO1 counter | PREPL inhibitor | pPAFAH FP inh | LYPLA1 inh | PME-1 inh | PAFAH1B3 inh | PAFAH1B2 FP inh | PAD4 inh
41 | CC(=O)c1cccc(NC(=O)c2ccoc2C)c1 | 2 | -1 | -6 | 2 | 1 | 2 | 6 | 8 | -3
42 | COC(=O)[C@@H](NC(=O)N1CCC(Cc2ccccc2)CC1)C(C)C | -5 | 10 | 11 | -3 | 0 | 7 | 1 | -4 | -2
43 | O=C(CNS(=O)(=O)c1ccccc1)Nc1ccc2c(c1)OCO2 | 0 | 7 | 10 | 3 | -4 | -4 | -4 | -1 | -6
44 | COc1ccc(N(C)S(=O)(=O)c2cccc(C(=O)OC(C(=O)Nc3cc(C)cc(C)c3)c3ccccc3)c2)cc1 (stereo unspecified) | -34 | -5 | -6 | -12 | -23 | -48 | -27 | -22 | 0
45 | Cc1ccc(Cl)c(OCC(=O)Nc2sc(C)c(C)c2C#N)c1 | -9 | 3 | -8 | -3 | -2 | -6 | 8 | 0 | -3
46 | CCCCNC(=O)c1cc(C)nn1-c1ccccc1 | 4 | -4 | -2 | 7 | -1 | -1 | -3 | 0 | -1
47 | CCOc1cccc(C(=O)Nc2cccc(C(=O)NCC(C)C)c2)c1 | -5 | -2 | 3 | 4 | -4 | -3 | 1 | 1 | -4
48 | CCn1ncc(/C=C2/SC(=S)NC2=O)c1C | 2 | 10 | 1 | 6 | -4 | -1 | 10 | -2 | -3
49 | CCCNC(=O)c1ccccc1NC(=O)c1ccccc1N(C)S(C)(=O)=O | 7 | 7 | 5 | 0 | 2 | 0 | 3 | 1 | -2
50 | Cc1ccc(-c2ccc(C3C(C#N)=C(N)Oc4n[nH]c(C)c43)o2)cc1 (stereo unspecified) | 11 | 17 | 23 | 18 | 4 | 11 | 3 | -1 | -10
51 | Cc1ccc(OCc2nc(C#N)c(N3CCN(Cc4ccccc4)CC3)o2)cc1 | -1 | 5 | -30 | 5 | 1 | -4 | 5 | 5 | 0
52 | Cc1cc(C)cc(C(=O)NC(CC(N)=O)c2ccc(NC3CCCCCCCCCCC3)c([N+](=O)[O-])c2)c1 (stereo unspecified) | 6 | 4 | -3 | 0 | -1 | -3 | -4 | 3 | -1
53 | Cn1ccnc1SCC(=O)c1c(N)n(C)c(=O)n(C)c1=O | x | x | -4 | 5 | x | x | 7 | 3 | 0

Some of the compounds tested; the hit share may differ from the screen's.
